HTRA1 inhibitor: HTRA1 (human) protease inhibition; Q92743; inhibition, % at 5.96 µM; recombinant HTRA1, FP-rhodamine activity-based probe, fluorescence polarization; actives 0.5% (n = 340,000); in the data active means inhibition above about 36%;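 further: 0% = enzyme with DMSO and 100% = wells lacking enzyme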
Target sequence (Q92743 whole entry, looked up): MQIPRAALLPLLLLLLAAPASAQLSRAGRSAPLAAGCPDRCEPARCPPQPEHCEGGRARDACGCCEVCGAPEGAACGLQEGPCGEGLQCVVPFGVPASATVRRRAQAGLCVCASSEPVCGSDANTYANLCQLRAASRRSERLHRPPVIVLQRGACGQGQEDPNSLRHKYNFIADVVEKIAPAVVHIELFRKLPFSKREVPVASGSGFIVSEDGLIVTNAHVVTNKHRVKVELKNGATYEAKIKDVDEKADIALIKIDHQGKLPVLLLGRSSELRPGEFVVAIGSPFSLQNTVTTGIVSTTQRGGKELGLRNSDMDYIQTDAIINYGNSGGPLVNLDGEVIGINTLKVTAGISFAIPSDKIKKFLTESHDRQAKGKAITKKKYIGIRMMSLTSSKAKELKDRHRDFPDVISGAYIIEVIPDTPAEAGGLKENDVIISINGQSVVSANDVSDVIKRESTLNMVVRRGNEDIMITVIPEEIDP
rCAG RNA binder: binds r(CAG) RNA repeats; r(CAG) RNA repeat, TO-PRO-1 dye displacement fluorescence; inhibition, % at 3 µM; actives 1.3% (n = 370,000);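 active means inhibition above the plate cutoff, the mean of all test compounds on that plate plus 3 SD, cut at about 35% in these data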;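 further: 0% = DMSO alone and 100% = 100 µM mitoxantrone as full dye displacement; higher means more dye released from RNA so lower well fluorescence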
ASAP1 GAP inh: blocks human ASAP1-stimulated Arf1 GTP hydrolysis; Q9ULH1; GDP FP detection; inhibition, % at 16.5 µM; actives 0.19% (n = 360,000); AID 624377; in the data active means inhibition above about 25%;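 further: 0% = vehicle with enzyme and substrate and 100% = no enzyme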
Target sequence (Q9ULH1 325-724 limits assumed): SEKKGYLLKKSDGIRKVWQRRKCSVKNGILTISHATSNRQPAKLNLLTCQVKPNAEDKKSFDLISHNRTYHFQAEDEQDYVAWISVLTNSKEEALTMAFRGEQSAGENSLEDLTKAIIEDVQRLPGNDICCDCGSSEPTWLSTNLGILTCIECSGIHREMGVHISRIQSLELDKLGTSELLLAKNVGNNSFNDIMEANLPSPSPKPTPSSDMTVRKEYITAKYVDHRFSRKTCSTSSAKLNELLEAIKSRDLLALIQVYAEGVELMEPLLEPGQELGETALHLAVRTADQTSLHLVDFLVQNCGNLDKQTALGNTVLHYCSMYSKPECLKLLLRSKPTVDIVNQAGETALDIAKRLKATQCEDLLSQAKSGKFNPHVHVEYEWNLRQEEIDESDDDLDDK
ABHD4 inh: inhibitors of mouse ABHD4; Q8VD66; purified mABHD4, FP-Rh probe fluorescence polarization; inhibition, % at 8.92 µM; actives 0.54% (n = 370,000); AID 720543;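 active means inhibition exceeding the mean over every tested compound plus 3 SD, cut at about 30% in these data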;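 further: 0% = plate median of compound wells and 100% = S159A mutant with DMSO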
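System: mouse ABHD4 enzyme, wild type / Medium: HEPES pH 7.0, NaCl, Pluronic buffer / Reagent: FP-Rh activity-based fluorescent probe / Control set: S159A mutant high control, sample median low control / Detection: fluorescence polarization with parallel and perpendicular emission, 525/598 nm / Schedule: 45 min + 60 min at 25 °C / Compound dosing: 8.92 µM, single dose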
NPR1 activator: GC-A (human) enzyme activation; P16066; HEK293 GC-A cells, cGMP TR-FRET, EC30 ANP; 0% at EC30 ANP, 100% saturating ANP; AID 1671463; actives 0.14% (n = 370,000); activation, % at 10 µM; in the data active means activation above about 40%
Rev-erbA mod: modulators of human Rev-erb alpha DNA binding | Rev-erbα–FITC-DNA binding, fluorescence polarization, 90 min | actives 0.79% (n = 370,000) | activity, % at 10 µM | P20393;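 active means activity above about 14%, limit read from the data; passing the limit was not always enough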;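 further: 0% = DMSO wells with 35 nM protein and 100% = DMSO wells with 750 nM protein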
SMARCA2 act: SMARCA2 function activation, primary screen; MG213 cells, MMTV-luciferase reporter, dexamethasone, overnight; activation, % at 9.1 µM; actives 1% (n = 370,000); in the data active means activation above about 7.8%;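 further: 0% = vehicle wells and 100% = reference activator wells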
PG9 binder: small molecules binding HIV-1 gp120 antibody PG9 | TR-FRET gp120-PG9 antibody binding | inhibition, % at 6.7 µM | actives 0.43% (n = 360,000) | AID 624416; in the data active means inhibition above about 8.5%
ARFGAP1 inhibitor: inhibits rat ARF GTPase activating protein 1. Q62848. Arfgap1-stimulated ARF1 GTP hydrolysis, GDP FP detection. inhibition, % at 16.5 µM. actives 0.26% (n = 360,000);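 active means inhibition above a per-plate limit, mean inhibition of low control wells plus 3 SD, cut at about 25% in these data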;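 further: 0% = DMSO wells with enzyme and 100% = wells lacking Arfgap1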
Target sequence (Q62848 1-136 limits assumed): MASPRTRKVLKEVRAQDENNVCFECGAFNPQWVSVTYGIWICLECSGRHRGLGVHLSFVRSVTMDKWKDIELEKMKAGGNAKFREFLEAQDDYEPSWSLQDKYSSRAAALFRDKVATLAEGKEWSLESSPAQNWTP
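Assay system: purified rat His6-Arfgap1 residues 1-136 (GAP domain); Reagent: human Δ17 ARF1 bound to GTP; Dosing: 16.5 µM single point, 1.26% DMSO; Times: GTP hydrolysis reaction 2 h at 25 °C; Signal: FP, GDP Alexa 633 tracer displaced from anti-GDP antibody, 620/688 nm; Measure: % inhibition from polarization.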
NPR2 activator: GC-B (human) receptor activation | P20594 | activation, % at 10 µM | AID 1920062 | actives 0.11% (n = 370,000) | HEK293-GC-B cells, CNP EC30, cGMP TR-FRET; 0% at EC30 CNP, 100% saturating CNP;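 active means activation at 10 µM reaching about 35% in either raw or pattern-adjusted values, limit read from the data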
Active calls of the source: *; / = not tested or not shown. The order is random. Share with any hit: about 4.4%.

Values in the order – HTRA1 inhibitor	rCAG RNA binder	ASAP1 GAP inh	ABHD4 inh	NPR1 activator	Rev-erbA mod	SMARCA2 act	PG9 binder	ARFGAP1 inhibitor	NPR2 activator
COc1ccccc1CCn1cnc(-c2ccc(OC)c(OC)c2)c1C(C)C
 : /	0	-3	1	-1	11	-4	-0.9	-10	-2
O=C(OCc1nnc(-c2ccccc2)o1)C12CC3CC(CC(Br)(C3)C1)C2
 : -23	-2	3	-9	1	5	3	0.0	-2	-4
COc1cccc(CNC(=O)c2nnn(CC(=O)Nc3ccc(Br)cc3)c2N)c1
 : -20	8	11	-5	0	19*	-4	0.4	-1	3
CC(C)CN(CC(C)C)S(=O)(=O)N1CCC(C(=O)NCc2ccccn2)CC1
 : -5	-10	-11	-3	5	3	-3	1.3	4	1
CCC(C)Nc1nc(-c2cccc(OC)c2O)nc2ccccc12 (stereo unspecified)
 : 0	12	-4	34*	34	2	-6	-0.2	9	30
O=C(Nc1ccc2c(c1)OCCO2)C(c1ccccc1F)n1c(=O)c(-c2ccco2)nc2ccccc21 (stereo unspecified)
 : /	22	-2	-11	-6	6	-5	-1.4	21	-3
CC12CCC(=O)N1C(C(=O)NCCc1ccccc1)CS2 (stereo unspecified)
 : 2	-3	-3	2	4	3	0	-0.9	16	1
Cc1ccc(C)c(CSC2=NCCN2C(=O)c2cccs2)c1
 : -6	-1	5	-10	-3	5	-4	-0.5	-3	2
COCCN(C(=O)c1ccccc1)c1nnc(-c2cccnc2)s1
 : 2	-7	9	3	-3	-5	0	2.9	3	-1
O=C(NCc1cccc(Cl)c1)c1ccc2c(c1)SC1=NS(=O)(=O)CCN12
 : -15	12	6	5	24	-9	-1	1.6	5	20
Cc1ccc(C)n1-c1ccncc1
 : 2	2	-14	1	-1	5	1	-0.1	3	2
COc1ccc(Cl)cc1-c1cc(C(=O)NCc2ccco2)[nH]n1
 : /	4	6	-12	19	-6	-3	-1.9	0	16
Cc1ccc(C(=O)NC2CCCCCC2)cc1S(=O)(=O)N1CCOCC1
 : -1	-6	-4	7	1	-5	1	-0.5	-15	-1
C/C(=N\NC(=O)c1c[nH]c2ccccc12)c1ccco1
 : -14	0	0	-14	4	-2	5	-0.5	10	-4
CCN(Cc1ccc(OC)c(F)c1)C(=O)CCl
 : 0	1	6	-1	2	-1	-1	0.3	2	-3
CC(C)c1nc2ccccc2n1CC(O)COC1CCCCC1 (stereo unspecified)
 : -10	-6	-3	-4	1	6	2	-2.1	10	1
Cc1ccc(NC(=O)C(C)OC(=O)Cc2c[nH]c3ccccc23)cc1 (stereo unspecified)
 : -11	1	4	-14	-4	0	-3	0.8	-3	-5
CC(c1ccccc1)N1C(=O)c2ccccc2C1(O)Cc1ccccc1 (stereo unspecified)
 : -10	-4	7	-5	-17	0	-4	-1.1	-7	-6
COc1ccc(CN2CCNC(=O)C2CC(=O)N(C)Cc2cc(C)no2)cc1OC (stereo unspecified)
 : 2	1	6	1	-2	5	4	-2.1	12	2
O=C(O)CCn1cc(/C=C2\NC(=S)N(c3ccccc3)C2=O)c(-c2ccc(Br)cc2)n1
 : -11	41*	1	-10	-3	-2	-2	-1.7	-5	-4

Quoted from the listing:
Entry for CCC(C)Nc1nc(-c2cccc(OC)c2O)nc2ccccc12 (stereo unspecified) in NPR2 activator: 30
Entry for CC12CCC(=O)N1C(C(=O)NCCc1ccccc1)CS2 (stereo unspecified) in Rev-erbA mod: 3
Entry for Cc1ccc(C)c(CSC2=NCCN2C(=O)c2cccs2)c1 in SMARCA2 act: -4
Entry for COc1cccc(CNC(=O)c2nnn(CC(=O)Nc3ccc(Br)cc3)c2N)c1 in ASAP1 GAP inh: 11

The listing picks up, repeating the 3 entries before the break.
Values in the order – HTRA1 inhibitor	rCAG RNA binder	ASAP1 GAP inh	ABHD4 inh	NPR1 activator	Rev-erbA mod	SMARCA2 act	PG9 binder	ARFGAP1 inhibitor	NPR2 activator
CC(c1ccccc1)N1C(=O)c2ccccc2C1(O)Cc1ccccc1 (stereo unspecified)
 : -10	-4	7	-5	-17	0	-4	-1.1	-7	-6
COc1ccc(CN2CCNC(=O)C2CC(=O)N(C)Cc2cc(C)no2)cc1OC (stereo unspecified)
 : 2	1	6	1	-2	5	4	-2.1	12	2
O=C(O)CCn1cc(/C=C2\NC(=S)N(c3ccccc3)C2=O)c(-c2ccc(Br)cc2)n1
 : -11	41*	1	-10	-3	-2	-2	-1.7	-5	-4
CCOc1ccc(-n2c(SCC(=O)c3ccc4ccccc4c3)nnc2-c2cccc(Cl)c2)cc1
 : /	15	/	-7	-1	-1	2	/	/	4
O=C(CC(C(=O)O)c1ccc(F)cc1)c1ccc(Cl)cc1 (stereo unspecified)
 : -2	4	5	7	-1	1	-2	-1.5	2	0
CC[C@@H]1C(c2cccc(C)c2)=NN(c2ccccc2)[C@H]1C(=O)N1CCOC1=O
 : 8	5	-3	-2	-7	2	7	0.3	9	-4
Cc1cccc(NC(=O)C2C3CCCCC32)c1 (stereo unspecified)
 : 2	-3	-1	-10	-7	2	6	-3.2	5	0
COC(=O)[C@@H](NC(=O)c1ccccc1)[C@@H](C)O
 : 6	0	11	-3	0	5	0	0.1	11	-2
O=C(CN1CCN(Cc2ccc(Cl)cc2)CC1)N/N=C/c1cccc(F)c1
 : /	-10	-15	-4	0	-2	-1	-0.7	6	0
Cc1cccc(C(=O)N2CCCC(N3CCN(c4cccc(Cl)c4)CC3)C2)n1 (stereo unspecified)
 : 6	-8	-2	4	4	-2	-1	0.1	-11	-1
O=S(=O)(c1ccccc1)N1CCCc2nc(-c3ccc(F)cc3)ccc21
 : /	4	6	-14	4	2	-8	-0.7	11	3
CC(O)CN(C)CC/C=C1/c2ccccc2CSc2ccccc21 (stereo unspecified)
 : -3	-1	-1	6	-15	-6	-3	-2.8	5	-8
Fc1ccc(C(c2nnnn2Cc2cccs2)N2CCN(c3ccccc3)CC2)cc1 (stereo unspecified)
 : 0	-2	-5	2	0	-5	0	0.5	-7	2
Cn1cc([N+](=O)[O-])c(C(=O)NCc2cc3cc(Cl)ccc3[nH]2)n1
 : -3	3	7	-3	-1	11	-3	-1.3	-5	-3
CSC1=NCCN1C(=O)c1ccc2c(c1)OCO2
 : 4	-2	10	6	7	0	-3	0.4	7	3
CCC(=O)N1c2ccc(S(=O)(=O)N3CCN(c4cc(C)ccc4C)CC3)cc2CC1C (stereo unspecified)
 : -2	3	-2	3	3	2	-2	-0.4	-3	2
COc1ccc(C2CC(c3cccs3)=NN2c2nc(-c3ccccc3)cs2)cc1OC (stereo unspecified)
 : -11	9	2	6	3	3	4	-3.1	8	2
O=C(C1CCN(c2cncnc2)CC1)N1CCOCC1
 : /	0	/	4	3	-11	-2	/	/	4
COc1ccc(C)cc1NC(=O)C(OC(=O)c1ccc([N+](=O)[O-])o1)c1ccccc1 (stereo unspecified)
 : 1	2	15	-1	-14	7	-1	-0.4	-6	-2
C[C@H]1[C@H](NC(=O)c2cccc(C(F)(F)F)c2)CC[C@@]23CCCN2C(=O)CCC[C@@H]13
 : /	/	/	2	-1	-8	/	/	/	-3
CCCCNC(=S)N(CCN(CC)CC)Cc1cc2cc3c(cc2[nH]c1=O)OCCO3
 : 3	0	3	6	8	0	4	-0.2	5	3
C=CCn1c(Cc2cccs2)nnc1SCC(=O)c1cccc(Br)c1
 : -28	5	-11	25	-9	-1	-3	1.4	-2	-2
C/C(N)=C(/C#N)C(=O)CSc1nnc(Nc2cccc(C)c2)s1
 : -3	6	-3	4	-4	-1	8.3*	-3.5	-1	-4

For convenience, part of the list above:
Values in the order – HTRA1 inhibitor	rCAG RNA binder	ASAP1 GAP inh	ABHD4 inh	NPR1 activator	Rev-erbA mod	SMARCA2 act	PG9 binder	ARFGAP1 inhibitor	NPR2 activator
O=C(C1CCN(c2cncnc2)CC1)N1CCOCC1
 : /	0	/	4	3	-11	-2	/	/	4
COc1ccc(C)cc1NC(=O)C(OC(=O)c1ccc([N+](=O)[O-])o1)c1ccccc1 (stereo unspecified)
 : 1	2	15	-1	-14	7	-1	-0.4	-6	-2
C[C@H]1[C@H](NC(=O)c2cccc(C(F)(F)F)c2)CC[C@@]23CCCN2C(=O)CCC[C@@H]13
 : /	/	/	2	-1	-8	/	/	/	-3

Part of the list above in another layout.
SMILES,HTRA1 inhibitor,rCAG RNA binder,ASAP1 GAP inh,ABHD4 inh,NPR1 activator,Rev-erbA mod,SMARCA2 act,PG9 binder,ARFGAP1 inhibitor,NPR2 activator
Cc1cccc(NC(=O)C2C3CCCCC32)c1 (stereo unspecified),2,-3,-1,-10,-7,2,6,-3.2,5,0
COC(=O)[C@@H](NC(=O)c1ccccc1)[C@@H](C)O,6,0,11,-3,0,5,0,0.1,11,-2
O=C(CN1CCN(Cc2ccc(Cl)cc2)CC1)N/N=C/c1cccc(F)c1,/,-10,-15,-4,0,-2,-1,-0.7,6,0

Following part:
Values in the order – HTRA1 inhibitor	rCAG RNA binder	ASAP1 GAP inh	ABHD4 inh	NPR1 activator	Rev-erbA mod	SMARCA2 act	PG9 binder	ARFGAP1 inhibitor	NPR2 activator
Cc1cccc(OCC(=O)NS(=O)(=O)c2ccc(Br)cc2)c1
 : 1	10	1	-3	0	10	-3	-0.6	-2	0
COc1ccc(C(=O)OCCN2C(=O)c3ccccc3C2=O)cc1OC
 : 7	1	1	6	5	6	-1	-0.8	-4	7
O=C(Nc1ccn(Cc2c(F)c(F)cc(F)c2F)n1)c1ccc(COc2cc(Cl)ccc2Cl)o1
 : -17	10	-3	4	2	-6	-3	1.3	-6	-3
COc1ccc(C(=O)NCc2ccc3[nH]c(C)cc3c2)cc1OC
 : -1	3	3	0	0	-6	-4	0.0	3	7
CC(=O)N1CN(C2CCCC2)Cc2c1sc1c2CCCC1
 : -11	-6	6	1	-6	1	2	0.5	-5	-3
COC(=O)c1cnn(-c2ccc(C)c(C)c2)c1-n1cccc1
 : -15	0	-1	1	1	-4	-2	-0.5	8	2
COC(=O)[C@H](CCSC)NC(=O)NCCc1ccc(F)cc1
 : 11	2	-1	-3	2	3	-3	-2.1	10	2
CCc1c(O)nc(SCC(=O)NCc2ccco2)[nH]c1=O
 : 6	1	-10	1	/	/	1	-0.8	-10	/
Cc1ccc(-n2c(C)nn(-c3ncc(C(F)(F)F)cc3Cl)c2=O)cc1
 : 5	3	-1	-3	1	2	3	-1.2	-8	7
CN(C)c1nc(N(C)C)c2cnn(C)c2n1
 : 0	1	-15	1	2	-2	-2	-2.3	24	1
Cn1nc(-c2ccc(Cl)cc2)c2cc(C(=O)NCCN3CCOCC3)sc21
 : 1	-1	15	-15	4	3	1	-3.0	11	-3
COc1cc(OC)c2ccc(=O)oc2c1
 : 0	0	-4	10	3	-9	0	1.3	9	9
O=c1oc(-c2ccc(Br)o2)nc2ccccc12
 : -9	2	3	-5	0	-4	14*	-1.7	0	-6
Cc1ccsc1CN(C)C(=O)C1CCC(=O)N(CCc2cccc(F)c2)C1 (stereo unspecified)
 : 6	-6	3	1	3	0	2	0.1	15	-4
O=C(Nc1ccccc1F)c1cc(-c2ccco2)nc2ccccc12
 : -19	9	20	-4	5	-12	-2	0.9	3	0
Cc1cc(C)n(C(=O)CNC(=O)c2ccc(C(C)(C)C)cc2)n1
 : -31	-3	-1	0	0	-7	7	-1.4	-3	0

High-throughput results from PubChem BioAssay.
